Diaphorase inh: counter-screen for diaphorase-based assays: diaphorase inhibitors and chemical oxidizers; diaphorase resazurin-to-resorufin fluorescence, NADH, 16 min; bacterial (C. kluyveri) enzyme, not human; 190,000 tested, 0.69% active; AID 1217; inhibition, % at 20 µM;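 active = primary screen inhibition at 20 µM above a set limit, cut at about 50% in these data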;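 also: plate controls were DMSO with full reaction for no effect and wells lacking NADH for full effect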
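Assay system: diaphorase enzyme from Clostridium kluyveri; Input: enzyme working solution with 0.14 U/mL diaphorase; Timing: 16 min at room temperature; Technique: resorufin fluorescence, excitation 544 nm, emission 590 nm; Benchmarks: positive control minus NADH, DMSO neutral control.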
Diaph act CS: activates diaphorase or chemically reduces, flagging diaphorase assay artifacts; Diaphorase/resazurin coupled assay, resorufin fluorescence, 16 min; hits give high values; 1 = vehicle wells, 0 = NADH-free wells; activation factor at 20 µM; 190,000 tested, 0.005% active; AID 1229;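 active = diaphorase activity raised at least twofold by the compound at 20 µM; inactive = activation factor below 2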
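Material: purified diaphorase enzyme from Clostridium kluyveri; Also added: 0.114 mM NADH and 0.1 mM resazurin, final amounts; Doses: single compound dose of 20 µM, 1% DMSO final; Times: 16 min enzyme reaction, ambient temperature; Detection: resorufin fluorescence, excitation 544 nm, emission 590 nm; Measure: increased resorufin signal from activators or reducing compounds.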
G6PDH counter: L. mesenteroides G6PDH inhibition counter-screen | inhibition, % at 5 µM | 200,000 tested, 0.12% active | Purified L. mesenteroides G6PDH, diaphorase/resazurin coupled fluorescence, 45 min; in the data active = inhibition above about 50%
STAT3 inh: inhibitors of IL-6 induced STAT3 signaling; U3A cells, IL-6 STAT3-luciferase reporter, luminescence; host cell line lacks STAT1; 190,000 tested, 0.89% active; inhibition, % at 5.5 µM; AID 862;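 active = inhibition above the mean inhibition across all screened compounds plus 3 SD, cut at about 44% in these data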;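 also: 0% = DMSO only wells and 100% = 100 µM nifuroxazide control wells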
STAT1 act: increases IFN-gamma driven STAT1 reporter signal. NIH 3T3 STAT1-luciferase reporter, luminescence; 100% = IFN-gamma alone, no compound. activation (% of control), % at 5.5 µM. 200,000 tested, 2.6% active;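 active = activation above the screen-wide mean activation plus 3 SD, cut at about 130% in these data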;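 also: raw ratio to IFN-gamma control signal so 100% means no change and 0% no light; values of inactives mirror those of a sister screen read the other way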
Hsp70 act: switches on Hsp70 transcription | 200,000 tested, 0.04% active | activation, % at 10 µM | HeLa Hsp70 promoter luciferase reporter, luminescence; scaled: vehicle 0, proteasome-inhibitor control 100%;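 active = activation above the mean across all tested compounds plus 3 SD, cutoff set per campaign, cut at about 5.5% in these data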;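 also: 100% = MG132 at 30 µM as the positive control and 0% = DMSO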
APP 5UTR inh: APP translation inhibition | 190,000 tested, 0.82% active | inhibition, % at 2 µM | SH-SY5Y APP 5'UTR-luciferase reporter, luminescence;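 active = inhibition above a set limit, derived from the sample mean plus 3 SD, cut at about 45% in these data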; also: values of inactives mirror those of a sister screen read the other way
STAT3 act: increases IL-6 driven STAT3 reporter signal; U3A cells, IL-6 STAT3-luciferase reporter, luminescence; 100% = signal with IL-6 EC80 alone; activation (% of control), % at 5.6 µM; 190,000 tested, 0.91% active;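 active = activation above the screen-wide mean of compound activation plus 3 SD, cut at about 130% in these data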;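 also: 0% = background luminescence of wells with medium and substrate only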
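Material: STAT3-luciferase reporter U3A cells. Controls: IL-6-treated wells, 100% activation. Read-out: % activation versus median of IL-6-stimulated wells. Probe or stimulus: IL-6 stimulus at 33 ng/mL final. Timing: compound 1 h, then IL-6 6 h at 37 °C. Signal: reporter luminescence signal.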
STAT1 blocker: inhibitors of IFN-gamma induced STAT1 signaling | NIH 3T3 STAT1-luciferase reporter, luminescence | inhibition, % at 5.5 µM | 200,000 tested, 0.35% active | AID 920;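 active = inhibition above a set limit, the mean inhibition across all tested compounds plus 3 SD, cut at about 34% in these data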;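 also: 0% = IFN-gamma with DMSO and 100% = IFN-gamma with 300 µM nifuroxazide; values of inactives mirror those of a sister screen read the other way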
TLR4 MyD88 comp: TLR4-MyD88 interaction inhibition in cells. O00206+Q99836. HeLa CL3-4 TLR4/MyD88 BLA complementation, FRET ratio. inhibition, % at 8.4 µM. 200,000 tested, 0.18% active; in the data active = inhibition above about 25%;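 also: 0% = vehicle and 100% = reference inhibitor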
Target sequence (O00206 whole entry, looked up): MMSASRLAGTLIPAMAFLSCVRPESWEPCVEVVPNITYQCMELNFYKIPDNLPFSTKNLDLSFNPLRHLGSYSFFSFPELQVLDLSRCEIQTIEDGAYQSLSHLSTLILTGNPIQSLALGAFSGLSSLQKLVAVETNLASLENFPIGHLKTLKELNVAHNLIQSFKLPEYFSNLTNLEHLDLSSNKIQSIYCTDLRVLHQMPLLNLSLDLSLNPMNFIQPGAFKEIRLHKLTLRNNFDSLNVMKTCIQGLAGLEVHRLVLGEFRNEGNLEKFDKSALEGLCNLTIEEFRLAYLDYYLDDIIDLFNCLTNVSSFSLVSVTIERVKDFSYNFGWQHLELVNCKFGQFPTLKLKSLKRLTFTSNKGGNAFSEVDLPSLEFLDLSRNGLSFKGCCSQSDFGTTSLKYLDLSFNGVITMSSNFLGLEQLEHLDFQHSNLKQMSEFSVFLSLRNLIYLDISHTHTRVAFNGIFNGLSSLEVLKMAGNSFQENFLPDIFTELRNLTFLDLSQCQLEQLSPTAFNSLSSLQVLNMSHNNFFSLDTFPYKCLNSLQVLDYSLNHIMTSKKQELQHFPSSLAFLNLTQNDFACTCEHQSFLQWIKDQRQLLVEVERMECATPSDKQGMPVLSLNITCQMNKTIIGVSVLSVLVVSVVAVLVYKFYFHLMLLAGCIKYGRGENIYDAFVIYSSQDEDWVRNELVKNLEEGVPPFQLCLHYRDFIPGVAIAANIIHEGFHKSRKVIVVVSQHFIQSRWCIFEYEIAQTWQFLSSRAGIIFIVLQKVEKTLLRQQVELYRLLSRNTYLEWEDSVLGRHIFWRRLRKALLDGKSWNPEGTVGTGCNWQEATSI
Target sequence (Q99836 whole entry, looked up): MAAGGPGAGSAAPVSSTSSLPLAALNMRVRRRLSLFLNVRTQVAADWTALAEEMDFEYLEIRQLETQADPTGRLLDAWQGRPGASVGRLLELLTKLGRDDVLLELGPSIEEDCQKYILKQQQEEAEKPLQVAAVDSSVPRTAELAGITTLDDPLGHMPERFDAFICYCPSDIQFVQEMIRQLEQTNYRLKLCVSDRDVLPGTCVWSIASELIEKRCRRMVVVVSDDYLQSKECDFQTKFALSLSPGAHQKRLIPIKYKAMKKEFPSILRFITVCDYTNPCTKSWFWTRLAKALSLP
* hit, by the source's call; . = not tested or not shown.

SMILES	Diaphorase inh	Diaph act CS	G6PDH counter	STAT3 inh	STAT1 act	Hsp70 act	APP 5UTR inh	STAT3 act	STAT1 blocker	TLR4 MyD88 comp
O=C(Nc1nnc(CSCc2ccc(Cl)cc2)s1)c1cccc([N+](=O)[O-])c1	13	0.9	3	-5	111	-0.3	9	107	-13	-6
C=CCN1C(=O)/C(=C/C=C2/N(CC)c3ccc(S(=O)(=O)N(C)C)cc3N2CC)SC1=S	26	0.7	5	16	99	0.0	11	93	0	4
COC(=O)c1sccc1NC(=O)c1ccc(C)o1	-17	1.2	7	20	102	0.0	3	86	-2	-1
O=S(=O)(c1ccccc1Cl)N1CCCC1c1nc(-c2cccc(Cl)c2)no1 (centres undefined)	24	0.8	-12	4	103	-0.3	-21	99	-3	4
O=C(Cn1c(C(F)(F)F)nc2ccccc21)NCCCN1CCOCC1	12	0.9	6	0	101	-0.2	0	101	-1	1
c1csc(-c2nc3ccccc3[nH]2)c1	2	1	18	5	126	-0.2	-23	99	-27	6
CC(NC(=O)Cc1cccs1)c1ccccc1 (centres undefined)	9	0.9	3	3	116	-0.4	-13	100	-20	-16
CCCn1c(SCC(=O)c2ccc3c(c2)OCCO3)nnc1C(C)C	4	1	1	1	101	-0.1	-1	104	-2	11
C=CCn1c[n+](CC(=O)c2ccc(Br)s2)c2ccccc21	-10	1.1	7	3	101	-0.1	11	100	-3	1
CC(C)(C)C(=O)N1CCC(O)(CS(=O)(=O)Cc2ccc(Cl)cc2)CC1	2	1	4	14	93	-0.4	4	97	8	-1
O=C(c1cccs1)N1CCC(C(=O)N2CCN(Cc3ccc4c(c3)OCO4)CC2)CC1	-2	1	2	7	96	-0.3	4	98	3	-2
CCN1CCN(S(=O)(=O)c2ccc(S(=O)(=O)N(CC)Cc3ccccc3)cc2)CC1	4	1	6	-4	94	-0.4	6	106	7	7
CCOC(=O)c1cccc(NC(=O)CCc2c(C)nc3ncnn3c2C)c1	20	0.8	14	-5	100	-0.4	5	106	-1	-2
COC(=O)c1cc(C(=O)Nc2ccc(S(N)(=O)=O)cc2)cc([N+](=O)[O-])c1	8	0.9	6	9	101	-0.2	-3	97	-1	-10
N#CCCN(C(=O)Nc1ccc(Cl)c(Cl)c1)c1ccccc1	8	0.9	-4	1	97	-0.4	-9	102	3	-10
COc1cc(C=O)c(Br)cc1OC1CCCC1	12	0.9	-2	-10	98	-0.4	13	108	-1	0
O=C(NCc1cccnc1)C1c2ccccc2C(=O)N1Cc1ccco1 (centres undefined)	18	0.8	1	-8	102	-0.5	5	111	-2	-24
O=C(NCC1CCCO1)c1ccc(COc2ccc(Br)cc2)cc1 (centres undefined)	14	0.9	7	24	95	-0.3	4	82	5	1
CC12CCC(c3c(C(=O)Nc4nccs4)nn(-c4ccccc4)c31)C2(C)C (centres undefined)	9	0.9	3	9	95	0.0	6	96	6	-5
O=C(c1ccc(-c2ccccc2)cc1)N1CCN(C(=O)c2ccco2)CC1	2	1	5	6	90	0.0	-6	100	11	3
CCCNC(=O)Cn1cnc2sc(C(=O)N3CCN(c4ccc(F)cc4)CC3)c(C)c2c1=O	9	0.9	2	3	91	-0.5	.	98	5	4
CC(=O)OCC1OC(n2ccc3ccccc32)C(OC(C)=O)C(OC(C)=O)C1OC(C)=O (centres undefined)	0	1	-3	-8	104	0.0	3	104	-4	11
Cc1csc(NC(=O)CCNC(=O)c2ccccc2Cl)n1	2	1	2	8	101	0.1	11	103	-3	-11
NS(=O)(=O)c1cccc(NS(=O)(=O)c2ccc(/C=C/C(=O)OCC(=O)c3ccc(Br)cc3)cc2)c1	16	0.8	5	3	89	-0.1	-4	103	12	15
COc1ccc(C(=O)C2CCCN(Cc3cccn3-c3nccs3)C2)cc1F (centres undefined)	8	0.9	22	-1	83	-0.3	-2	105	17	-9

Next part; the last two above are carried over.
SMILES	Diaphorase inh	Diaph act CS	G6PDH counter	STAT3 inh	STAT1 act	Hsp70 act	APP 5UTR inh	STAT3 act	STAT1 blocker	TLR4 MyD88 comp
NS(=O)(=O)c1cccc(NS(=O)(=O)c2ccc(/C=C/C(=O)OCC(=O)c3ccc(Br)cc3)cc2)c1	16	0.8	5	3	89	-0.1	-4	103	12	15
COc1ccc(C(=O)C2CCCN(Cc3cccn3-c3nccs3)C2)cc1F (centres undefined)	8	0.9	22	-1	83	-0.3	-2	105	17	-9
Cc1noc(C)c1S(=O)(=O)N(C)CC(=O)Nc1ccc(F)cc1	-3	1	10	10	96	-0.3	14	97	5	6
Cc1onc(-c2ccccc2)c1C(=O)N1CCN(C)CC1	3	1	0	8	95	0.0	-7	98	6	-13
O=C1c2ccccc2C(=O)N1c1nc(-c2cccs2)cs1	6	0.9	4	4	95	-0.4	-17	99	2	18
Brc1ccccc1OCCCCn1cnc2ccccc21	22	0.8	10	34	113	-0.3	-31	75	-18	-1
COc1cc([N+](=O)[O-])cc(/C=N/NC(=O)C(C)Nc2cccc3ccccc23)c1O (centres undefined)	70*	0.3	-16	-19	83	-0.5	-3	120	19	0
COc1ccc(C(=O)c2coc3ccc(O)c(CN4CCCCC4)c23)cc1	6	0.9	13	-6	103	-0.5	6	110	-3	1
CCOc1ccccc1-c1nc(C(N)=O)c2[nH]c(=O)n(-c3ccc(F)cc3)c2n1	10	0.9	8	4	101	-0.2	-10	101	-2	-4
O=C(O)CCCCCNS(=O)(=O)/C=C/c1ccccc1	10	0.9	3	-3	102	0.1	-21	105	-4	7
Cc1ccc2[nH]c(=O)c(CN(Cc3nnnn3Cc3ccccc3)C3CCCC3)cc2c1	31	0.7	0	10	103	-0.5	-24	95	-3	-4
COc1ccc([N+](=O)[O-])cc1NC(=O)Cc1c(Cl)cccc1Cl	-8	1.1	11	-8	101	0.0	1	103	-1	-4
COc1cccc(C(=O)NCC(=O)N2CCC(C)CC2)c1	17	0.8	-4	-5	105	0.2	-10	106	-6	-15
O=C(O)c1ccc(NC(CSCc2cccc(F)c2)C(=O)O)c([N+](=O)[O-])c1 (centres undefined)	4	1	2	4	106	-0.1	5	103	-6	-12
CCSc1nnc(NC(=O)C(C)(C)C)s1	3	1	8	-6	110	-0.2	-31	109	-11	-13
CCOc1ccccc1N(CC(=O)N/N=C(\C)c1cccc(Br)c1)S(C)(=O)=O	17	0.8	0	15	97	0.2	-9	94	1	-3
CCN(CC)C(=O)CSc1nnc(-c2ccc(S(=O)(=O)NCc3ccccc3Cl)cc2)o1	12	0.9	18	22	95	-0.3	-3	86	5	6
Cc1ccc(-n2c(C)cc(C)c(C#N)c2=O)cc1Cl	2	1	4	8	93	-0.2	62*	97	7	6
CN1CCOCCOCCN(C)C1=O	5	1	7	7	105	0.4	12	100	-5	4
CCN1C(=O)CC(C(=O)Nc2ccc(F)cc2)SC1=Nc1cccc(OC)c1 (centres undefined)	36	0.6	2	8	105	-0.1	-3	93	-6	-4
COCCNc1nnc(SCC(=O)NNC(=O)c2ccccc2)s1	3	1	3	0	108	-0.2	-2	107	-9	11
Cn1c(C(=O)N2CCc3ccccc3C2)cc2c(=O)n3ccccc3nc21	29	0.7	8	-18	106	-0.3	5	119	-6	-11
Cc1[nH]c2c(C)cccc2c1CCNS(=O)(=O)c1cccc([N+](=O)[O-])c1	8	0.9	8	-5	121	-0.3	0	100	-23	-11
Cc1c(NC(=O)c2ccc3c(c2)OCO3)cccc1-c1nc2ccccc2o1	25	0.7	6	11	98	-0.2	10	94	2	6
COCCN(C(=O)c1ccccc1OC)c1nnc(C)s1	3	1	9	-36	100	-0.2	-16	134*	0	10
Cc1cc(C)n(CC(O)CN2C(=O)NC(C)(C)C2=O)n1 (centres undefined)	-13	1.1	15	-8	96	-0.3	29	109	8	-11
O=C(Cc1n[nH]c(=O)c2ccccc12)OCC(=O)c1ccc2c(c1)OCCO2	18	0.8	2	5	111	0.4	95*	98	-12	5

(list continues)
SMILES	Diaphorase inh	Diaph act CS	G6PDH counter	STAT3 inh	STAT1 act	Hsp70 act	APP 5UTR inh	STAT3 act	STAT1 blocker	TLR4 MyD88 comp
CN(C)CC(C)(C)CNC(=S)Nc1ccc(S(=O)(=O)N2CCOCC2)cc1	12	0.9	3	3	98	-0.6	8	96	3	0
Cn1cc(CN2CCC(CO)CC2)c(-c2ccc(Oc3ccccc3)cc2)n1	0	1	5	-3	98	0.0	-14	109	0	-11
Fc1ccc(CNC(=S)Nc2cccc(C(F)(F)F)c2)cc1	12	0.9	8	-4	104	0.0	-10	104	-5	-17
Cc1ccc(CNc2cnccn2)cc1	4	1	2	16	94	-0.3	-14	91	6	-18
CCOC(=O)c1c(-c2cccs2)csc1NC(=O)CNCCN1CCOCC1	3	1	2	-11	99	-0.2	14	109	1	-5
CCOC(=O)N1CCC(N2CCN(S(=O)(=O)CC)CC2)CC1	17	0.8	1	6	100	-0.1	10	96	0	6
Cc1c2c(nc3ccccc13)CCC(C(C)(C)C)C2 (centres undefined)	-2	1	2	10	123	-0.1	-22	93	-25	-9
CCOc1cc(C)c(S(=O)(=O)Nc2ccc3cn[nH]c3c2)cc1C	12	0.9	5	13	88	-0.1	6	93	13	3
CC1CN(C(=O)COC(=O)c2ccc(NC(=O)CC#N)cc2)CC(C)O1 (centres undefined)	9	0.9	2	6	96	-0.2	2	97	4	-7
COC(=O)c1ccc(NC(=O)CSc2ccccn2)cc1	-4	1	6	11	102	-0.2	4	97	-2	-8
Cc1nn(-c2ccccc2[N+](=O)[O-])c(=O)c2ccccc12	26	0.7	8	5	98	0.0	-10	101	0	-7
COc1ccc(S(=O)(=O)Nc2cccc(/C=C/C(=O)O)c2)cc1	1	1	-4	5	104	-0.1	4	94	-5	-8
COc1ccccc1C(=O)Nc1ccc(C)cc1C(=O)c1ccccc1	20	0.8	-10	10	106	-0.2	-5	95	-7	-2
COc1cccc(OCC(O)CN2C(C)CCCC2C)c1 (centres undefined)	13	0.9	2	0	98	-0.3	0	105	2	-6
COc1cccc(OC(=O)N2CCOCC2)c1	-7	1.1	5	4	104	-0.1	8	102	-6	-11
CC(=O)c1cc(C(=O)c2ccccc2)sc1Nc1ccccc1	23	0.8	4	-2	103	0.7	-13	99	0	-5

An excerpt from above, limited to Hsp70 act and G6PDH counter:
compound	Hsp70 act	G6PDH counter
CCOC(=O)N1CCC(N2CCN(S(=O)(=O)CC)CC2)CC1	-0.1	1
Cc1c2c(nc3ccccc13)CCC(C(C)(C)C)C2 (centres undefined)	-0.1	2
CCOc1cc(C)c(S(=O)(=O)Nc2ccc3cn[nH]c3c2)cc1C	-0.1	5
CC1CN(C(=O)COC(=O)c2ccc(NC(=O)CC#N)cc2)CC(C)O1 (centres undefined)	-0.2	2
COC(=O)c1ccc(NC(=O)CSc2ccccn2)cc1	-0.2	6

Screening results deposited in PubChem by several laboratories.
